ROC1-CUL1 inh – human ROC1-CUL1 E3 ligase inhibition | P62877+Q13616 | in vitro K48 di-Ub FRET, acceptor:donor ratio, 45 min | inhibition, % at 10 µM | 140,000 compounds, 0.6% hits; in the data active means inhibition above about 25%
Target sequence (P62877 whole entry, looked up): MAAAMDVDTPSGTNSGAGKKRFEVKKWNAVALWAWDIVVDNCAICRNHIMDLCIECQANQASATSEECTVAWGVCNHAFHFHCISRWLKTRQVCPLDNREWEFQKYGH
Target sequence (Q13616 whole entry, looked up): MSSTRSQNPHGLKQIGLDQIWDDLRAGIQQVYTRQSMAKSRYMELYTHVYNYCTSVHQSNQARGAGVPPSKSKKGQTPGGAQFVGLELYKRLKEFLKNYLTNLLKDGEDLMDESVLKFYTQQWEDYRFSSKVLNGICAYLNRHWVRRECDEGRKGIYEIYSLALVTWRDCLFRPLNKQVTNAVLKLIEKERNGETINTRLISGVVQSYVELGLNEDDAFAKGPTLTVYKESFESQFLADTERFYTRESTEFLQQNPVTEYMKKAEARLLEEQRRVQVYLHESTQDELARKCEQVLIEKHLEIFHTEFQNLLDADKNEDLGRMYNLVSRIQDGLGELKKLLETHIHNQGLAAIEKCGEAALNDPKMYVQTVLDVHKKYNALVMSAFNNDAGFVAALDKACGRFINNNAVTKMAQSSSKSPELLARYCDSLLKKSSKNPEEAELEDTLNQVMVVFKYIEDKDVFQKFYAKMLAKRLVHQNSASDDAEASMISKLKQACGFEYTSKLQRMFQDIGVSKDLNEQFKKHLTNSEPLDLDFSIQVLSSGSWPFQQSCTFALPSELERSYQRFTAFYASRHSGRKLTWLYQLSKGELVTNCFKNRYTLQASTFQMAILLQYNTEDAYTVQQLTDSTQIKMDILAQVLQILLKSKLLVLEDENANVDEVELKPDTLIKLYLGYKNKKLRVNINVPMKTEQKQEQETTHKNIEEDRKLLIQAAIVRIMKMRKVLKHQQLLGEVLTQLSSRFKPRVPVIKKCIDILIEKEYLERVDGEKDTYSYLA
* marks the source's active call; other numbers are inactive results.

SMILES	ROC1-CUL1 inh
CCC(CC)c1nn2c(=O)cc(COc3ccc(NC(=O)c4cccc(C)c4)cc3)nc2s1	-7
Cc1ccc(NC(=O)c2sc3nc(-c4cccs4)cc(C(F)(F)F)c3c2N)cc1	-7
Cc1c(C(=O)OCc2ccccc2)[nH]c2c1C(=O)CC(c1ccc(Cl)cc1)C2 (stereo not given)	-5
O=C(COc1ccc(Cl)cc1Cl)Nc1ccc(CN2CCOCC2)cc1	-7
CCOc1ccc(NC(=O)Cn2c(=O)n(-c3ccccc3)c(=O)c3c4c(sc32)CCCC4)cc1	6
CCCC(=O)Nc1ccc2nc(SC(C)C(=O)Nc3c(C)cc(C)cc3C)sc2c1 (stereo not given)	2
Cc1ccc(S(=O)(=O)N2CCCc3cc(NS(=O)(=O)c4ccc(C)c(C)c4)ccc32)cc1	7
O=C(O)CC1(c2sc([N+](=O)[O-])cc2[N+](=O)[O-])CCCCC1	6
O=C1Nc2ccccc2/C1=N/N1CCOC1=O	6
CN(C)CCNC(=O)CC1Sc2ccccc2NC1=O (stereo not given)	7
CCN1C(=O)CC2(CCN(C)CC2)C1=O	-8
CCOC(=O)C1(CC2CC2)CCN(Cc2ccc3ccccc3n2)CC1	9
Cc1ccc(S(=O)(=O)N(CCc2ccccc2)CC(=O)Nc2ccc(Br)cc2)cc1	1
Cc1cn2c(=O)cc(COc3ccccc3NC(=O)c3ccc(C(C)(C)C)cc3)nc2s1	-2
COc1ccc(-n2c(SCC(=O)Nc3ccc(C)c(Cl)c3)nnc2-c2ccccc2)cc1	-6
Cc1ccc(NC(=O)c2cccc(F)c2)c(C)c1	-7
Cc1ccc(-n2c(SCC(=O)Nc3ccccc3)nnc2-c2cccs2)c(C)c1	-1
O=C(COc1ccc(Cl)cc1Cl)NCc1ccc(Cl)cc1	-7
CCn1cc(/C=C2\CCCC3=C2OC(=N)C(C#N)C3c2cn(CC)nc2C)c(C)n1 (stereo not given)	13
O=C(O)CSc1nnc(-c2ccccn2)n1Cc1ccco1	6
CCOC(=O)c1sc2ncn(CC(=O)Nc3ccc(OCC)cc3)c(=O)c2c1C	-6
CCOc1ccc(C23Oc4ccccc4C(c4ccccc4C)C2C3(Cl)Cl)cc1 (stereo not given)	1
O=S(=O)(Nc1cccc(C(F)(F)F)c1)c1ccc(NS(=O)(=O)c2ccc3c(c2)OCCO3)cc1	1
CCCCN(C)CCCNC(=O)Cn1ncc2c3ccccc3n(Cc3ccccc3)c2c1=O	8

5 entries drawn at random from the list so far:
SMILES	ROC1-CUL1 inh
Cc1cn2c(=O)cc(COc3ccccc3NC(=O)c3ccc(C(C)(C)C)cc3)nc2s1	-2
CCCCN(C)CCCNC(=O)Cn1ncc2c3ccccc3n(Cc3ccccc3)c2c1=O	8
Cc1ccc(S(=O)(=O)N(CCc2ccccc2)CC(=O)Nc2ccc(Br)cc2)cc1	1
COc1ccc(-n2c(SCC(=O)Nc3ccc(C)c(Cl)c3)nnc2-c2ccccc2)cc1	-6
O=C(COc1ccc(Cl)cc1Cl)NCc1ccc(Cl)cc1	-7

Next section:
SMILES	ROC1-CUL1 inh
Cc1nc(N2CCCC2)nc2c1C(=O)CC(c1ccc(Cl)cc1)C2 (stereo not given)	-7
C#CC1(OC(=O)Nc2ccccc2)CCCCC1	7
Cc1ccccc1NC(=O)CSc1nnc(-c2cccs2)o1	-1
Cc1ccc(C)c(N2CCN(c3ncnc4c3nc3n4CCCCC3)CC2)c1	-10
CC(C)Cn1c(C(C)C)nc([N+](=O)[O-])c1Cl	-3
CCOc1ccccc1NC(=O)CSc1nnc2[nH]c(=O)cc(C)n12	-1
Cc1ccc(-n2nnnc2SCC(=O)c2ccc3c(c2)CCCC3)cc1	-1
Cc1ccc(C(=O)NCCNc2ccc([N+](=O)[O-])cc2)cc1	-7
COc1ccc(CCCc2nnc(SCC(=O)Nc3ccc(C)cc3C)o2)cc1	-1
COc1cc(Cl)c(C)cc1NC(=O)Cn1ncc2c1-c1cc(C)ccc1OC2	5
Cc1ccc(Cn2nc(C)c(NC(=O)C3c4ccccc4Oc4ccccc43)c2C)cc1	2
CC(C)S(=O)(=O)c1ncc(CN(C)Cc2ccncn2)n1CCc1ccccc1	-13
Cc1ccc(-c2nn3c(-c4ccncc4)nnc3s2)cc1	4
O=C(c1ccc2c(c1)N(Cc1ccc(F)cc1)C(=O)c1ccccc1S2=O)N1CCC(Cc2ccccc2)CC1 (stereo not given)	-6
CN1CCN(C2Cc3ccccc3S(=O)c3ccc(Cl)cc32)CC1 (stereo not given)	-3
Cc1cc(CNC(=O)Cc2c3c(n(CC(C)C)c2C)CC(C)(C)CC3=O)n[nH]1	-6
Cc1ccc2nc(/C(C#N)=C/c3ccc(-c4cccc(Cl)c4)o3)[nH]c2c1	6
CCc1ccc(CNC(=O)c2ccc(Cn3c(=O)c4cccn4c4cccnc43)cc2)cc1	-12
O=C(Nc1ccc2c(c1)C(=O)N(CC1CCCO1)C2=O)C(c1ccccc1)c1ccccc1 (stereo not given)	-7
CCCC(C)NC(=O)c1ccccc1OCC (stereo not given)	-3
CC(C)(C)OCC(O)CN1CCN(c2cccc(Cl)c2)CC1 (stereo not given)	4
CC1(C)SC(COc2cccc3ccccc23)CN1CCc1ccccc1 (stereo not given)	-1
CCOc1cc2c(cc1O)C(=O)c1ccccc1C2=O	11
Cc1cc(S(=O)(=O)NCCC(=O)O)ccc1F	7
CCC1CN(C(=O)N2CCC(C(=O)NCc3cc(OC)ccc3OC)CC2)c2ccccc2O1 (stereo not given)	4
CCCCN(CC)C(=O)Cn1cc2c(n1)-c1c(oc(C(=O)N3CCCC3)c1C)CC2	-5
CS(=O)(=O)N1CCC(C(=O)Nc2c(F)cccc2F)CC1	-9
C(=N/Nc1cccc2cccnc12)/c1ccccc1	0
Cc1ccc(NC(=O)C(C)Oc2ccc(Br)cc2Br)cc1O (stereo not given)	-1
CC(=O)Nc1cc2nn(-c3ccccc3)nc2cc1Cl	5
CC1(C)Cc2nc(N3CCOCC3)ncc2C(NCc2ccc(CO)o2)C1 (stereo not given)	2
COc1ccc(CC2(CCC(=O)N(C)Cc3ccc(-n4cccn4)cc3)CCC(=O)N2)c2ccccc12 (stereo not given)	-1
COc1ccc(CNc2nc(-c3ccco3)nn2S(=O)(=O)c2ccc(Cl)cc2)cc1OC	-4
Cc1ccc(S(=O)(=O)c2nc(-c3ccc(F)cc3)oc2N2CCN(c3ccccc3)CC2)cc1	1
CC(C)(C)C(=O)Nc1ccc(-c2nc3ccc(NC(=O)C(C)(C)C)cc3[nH]2)cc1	-5
CCOC(=O)c1c(NC(=O)CCC(=O)O)sc2c1CCC(C)C2 (stereo not given)	1
CCCOc1ccc(C(=O)N2CCC(c3nc4ccccc4s3)CC2)cc1	9
Fc1ccccc1N1CCN(c2ncnc3sc4c(c23)CCCC4)CC1	0
CCCCn1c(=O)c2c(nc3oc(C(C)(C)C)cn32)n(C)c1=O	-2
COc1ccc(OC)c(/C=C2/C(=O)NC(=O)N(c3ccccc3OC)C2=O)c1	0
CCN(Cc1ccccc1)C(=O)CN1C(=O)COc2ccc(S(=O)(=O)N3CCCCCC3)cc21	4
COCc1ccc(C(=O)N2CCc3cc(S(=O)(=O)N(C)C)ccc32)o1	10
CCOC(=O)c1cc2ccc(OCc3ccc(Cl)cc3)cc2oc1=O	-6
CC(=O)c1nn(-c2ccc(Br)cc2)cc1C(=O)c1ccco1	7
O=c1oc2ccccc2c(N2CCN(c3ccccc3F)CC2)c1CN1CCCC1	4
COc1cccc(CN2C(=O)c3ccccc3Sc3ccc(C(=O)NCCc4ccc(C)cc4)cc32)c1	-2
Cc1noc(-c2cc(Br)cc(Br)c2O)n1	2
CCOc1ccc(S(=O)(=O)N(CC(=O)NCc2ccco2)c2ccccc2)cc1	0
CCOc1ccc(/C=C2/SC(=O)NC2=O)cc1OC	-5
O=C1NC(=O)N(c2cccc(Cl)c2)C(=O)C1C=Nc1cccc(O)c1 (stereo not given)	-3
Cc1ccc2c(=O)c(C(=O)c3ccccc3)cn(CC(=O)Nc3ccc4c(c3)OCCO4)c2n1	-4
Cc1ccc2c(=O)cc(C(=O)N=C3C(=O)N(c4ccccc4)N(C)C3C)oc2c1C (stereo not given)	1
Cc1cccc(CS(=O)(=O)Nc2ccccc2C(N)=O)c1	-9
COc1cccc(-n2ccc(OC)c2SC)c1	2
CCCOc1ccc(CNC(=O)CCCn2ncn3c(cc4sc(CC)cc43)c2=O)cc1	-7
Cc1cc(C)n2ncc(C(=O)NC(C)c3ccccc3)c2n1 (stereo not given)	-4
COc1ccc(CN2C(=O)C(NC(=O)c3cccc(C)c3)(C(F)(F)F)N=C2c2ccccc2)cc1 (stereo not given)	-12
O=C(OCCOc1ccccc1)C(C(F)(F)F)C(F)(F)F	85*
Cc1c(C)c2c(c(C)c1NC(=O)c1ccccc1C(F)(F)F)NC(=O)CO2	-2
CCOc1cc(/C=N\n2cnnc2)cc(Br)c1OCC(N)=O	7
Going on with the list.
SMILES	ROC1-CUL1 inh
CSc1ccccc1C(=O)NCc1c(C)ncc2c1CCN(C(=O)c1ccc(OC(C)C)cc1)C2	-6
CCC(C(=O)N1CCN(c2ccccc2F)CC1)n1nc(C)c2sc3ccccc3c2c1=O (stereo not given)	9
CCCOc1ccc2nc(C)c(CCC)c(Cl)c2c1	-1
CNc1nc(N)nc(-c2cc(Cl)ccc2OC)n1	-5
CCOC(=O)c1sc(N(C)C)nc1-c1ccccc1	5
Clc1cccc2c(CN3CCOCC3)csc12	1
CC(C)CC(C#N)OC(=O)c1ccc(Br)cc1 (stereo not given)	5
CCCCN(CCCC)c1nc(-c2ccccc2)nc2ccccc12	-10
CC(C)CCNC(=O)c1cn(CC(C)C)cc(C(=O)N2CCN(C/C=C/c3ccccc3)CC2)c1=O	3
Cc1ccc(S(=O)(=O)N2CCN(CC(=O)N/N=C\c3sccc3C)CC2)cc1	-5
CCc1ccc(NC(=O)C(=O)NCC(c2cccnc2)N2CCN(Cc3ccccc3)CC2)cc1 (stereo not given)	4
O=C(CCn1cnnn1)NCc1cccnc1N1CCc2ccccc2C1	10
CCc1ccc(C(=O)N2CCN(c3cc(Cl)ccc3C)CC2)s1	-2
Cn1c(=N)n(CCOc2ccccc2Cl)c2ccccc21	-3
COC(=O)c1ccccc1NC(=S)NC(=O)CC(C)C	1
Cc1ccccc1CNC(=O)C1CCCN(c2nnc(-n3c(C)ccc3C)s2)C1 (stereo not given)	1
Cc1ccc(-c2nnc(-c3cccc(F)c3)o2)c(C)c1	4
Cc1ccc(Cn2c(C(=O)O)c(CNCc3ccccc3Cl)c3ccc(C)cc32)cc1	-8
O=C(OC1(CC2=CCCCC2)CC1)c1cc([N+](=O)[O-])cc([N+](=O)[O-])c1	-2
O=C1N(c2ccccc2)C(c2ccc(Cl)cc2)N2CCCN12 (stereo not given)	-4
CCN(CC1CCCO1)C(=O)c1cc(NC(=O)COC)cc2ncn(Cc3ccc(F)cc3)c12 (stereo not given)	-17
CC(NC(=O)Cn1c(=O)oc2cc(S(=O)(=O)NCc3ccccc3)ccc21)c1ccccc1 (stereo not given)	5
CCC(C)c1ccc(NC(=O)CSc2nc(C)cc(C)n2)cc1 (stereo not given)	-3
CC(C)CCSc1nc(N2CCOCC2)c2c(c1C#N)CC(C)(C)OC2	-10

Part of the list above in order of heavy-atom count, falling.
SMILES	ROC1-CUL1 inh
CCc1ccc(C(=O)N2CCN(c3cc(Cl)ccc3C)CC2)s1	-2
Cn1c(=N)n(CCOc2ccccc2Cl)c2ccccc21	-3
Cc1ccc(-c2nnc(-c3cccc(F)c3)o2)c(C)c1	4

Structural class: those above containing a nitro group on carbon (four)
SMILES	ROC1-CUL1 inh
O=C(O)CC1(c2sc([N+](=O)[O-])cc2[N+](=O)[O-])CCCCC1	6
CC(C)Cn1c(C(C)C)nc([N+](=O)[O-])c1Cl	-3
Cc1ccc(C(=O)NCCNc2ccc([N+](=O)[O-])cc2)cc1	-7
O=C(OC1(CC2=CCCCC2)CC1)c1cc([N+](=O)[O-])cc([N+](=O)[O-])c1	-2

Further structures
SMILES	ROC1-CUL1 inh
CCOC12CC(C)(C)CC(C)(CC3=C1/C(=N/NS(=O)(=O)c1ccccc1)CC(C)(C)C3)C2 (stereo not given)	3
Cc1ccc(S(=O)(=O)CC(=O)c2ccccc2)cc1C	12
CC(C)OCCCNC(=O)c1ccc2c(c1)NC(=O)c1ccccc1S2	-9
COc1ccc(N2C(=O)CN(C(=O)c3ccc(F)cc3F)CC23CCCC3)cc1	-4
CCCCNc1nc2ccccc2c2nc(-c3ccccc3)nn12	-14
Cc1ccc(CNC(=O)C2(c3cccs3)CCOCC2)cc1	-6
COc1cccc(CNC(=O)CCC2CCCN(C(=O)C3=CCCC3)C2)c1 (stereo not given)	-4
CN(CCO)c1ccc(-c2nc(-c3cccc(C(F)(F)F)c3)no2)cn1	-8
CCOC(=O)C1C(C)=NC2=C(C(=O)CC(C)(C)C2)C1c1cc(I)sc1SC (stereo not given)	-3
CCOc1ccc(NC(=O)N2CCN(c3ncccn3)CC2)cc1	-1
CCOC(=O)c1c(NC(=S)NC(=O)COc2ccc(Br)cc2)sc2c1CCCC2	3
CS(=O)(=O)Oc1ccc2c(c1)C(=O)c1cc(OS(C)(=O)=O)ccc1-2	-4
C=CCC(=O)NC1CC(=O)N(CC(C)(C)C)C1 (stereo not given)	3
Cc1ccc(C2CC(=O)CC(=NCCc3ccccc3)C2)cc1 (stereo not given)	-3
COc1cc2c(cc1OC)C1=C(c3ccccc3)C(=O)C(c3ccccc3)C(=O)N1CC2 (stereo not given)	-3
N#C/C(=C/c1cccc(Cl)c1)c1nc(-c2ccc3c(c2)OCO3)cs1	-1
C/C(Cl)=C/CSc1nc2c(c(=O)[nH]c(=O)n2C)n1CCc1ccccc1	5
Cc1ccc2c(c1)C(=O)CC(CSc1nnc(NC(=O)c3ccc(Cl)cc3)s1)=N2	8

Not all compounds are listed (hit frequency here may not be typical).
